Screens from PubChem BioAssay.
FBA Mtb inh – inhibitors of M. tuberculosis fructose-bisphosphate aldolase | purified M. tuberculosis FBA, fluorescence read-out | inhibition, % at 1 µM | P9WQA3 | AID 588726 | hit rate 2.3% among 360,000; in the data active = inhibition above about 27%;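 note: 0% = vehicle and 100% = reference inhibitor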
Target sequence (P9WQA3 whole entry, looked up): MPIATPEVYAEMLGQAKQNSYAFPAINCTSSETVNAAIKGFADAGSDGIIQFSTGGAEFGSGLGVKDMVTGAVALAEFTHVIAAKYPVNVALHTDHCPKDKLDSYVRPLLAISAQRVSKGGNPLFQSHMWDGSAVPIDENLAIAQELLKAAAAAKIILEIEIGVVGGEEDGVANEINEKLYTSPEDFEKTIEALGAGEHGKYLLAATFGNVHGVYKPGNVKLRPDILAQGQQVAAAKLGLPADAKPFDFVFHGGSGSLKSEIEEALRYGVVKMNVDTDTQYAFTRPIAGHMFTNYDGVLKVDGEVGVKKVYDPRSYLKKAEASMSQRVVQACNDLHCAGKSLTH
FadD28 binding – blocks FadD28 binding to the bisubstrate probe; fluorescence polarization; inhibition, % at 12.5 µM; hit rate 0.22% among 360,000; in the data active = inhibition above about 8.5%, passing the limit was not always enough; inconclusive = no clear call, values can overlap the other calls
Mtb UGM inh – blocks M. tuberculosis UGM enzyme | purified UGM, fluorescence polarization probe displacement | hit rate 0.06% among 320,000 | inhibition, % at 10 µM; in the data active = inhibition above about 10%, passing the limit was not always enough; inconclusive = no clear call, values can overlap the other calls
CCHF vOTU inh – CCHFV vOTU protease inhibition. inhibition, % at 11.5 µM. hit rate 0.55% among 370,000. Pep-AMC fluorescence; note: 0% = vehicle wells with enzyme and 100% = no enzyme wells
Rv3671c protease – Rv3671c (M. tuberculosis) protease inhibition; P9WHR9; hit rate 0.048% among 320,000; inhibition, % at 5.96 µM; in the data active = inhibition above about 38%;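 note: extracellular domain of Rv3671c used as enzyme; 0% = enzyme with DMSO and 100% = no enzyme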
Target sequence (P9WHR9 whole entry, looked up, the tested form may be a part): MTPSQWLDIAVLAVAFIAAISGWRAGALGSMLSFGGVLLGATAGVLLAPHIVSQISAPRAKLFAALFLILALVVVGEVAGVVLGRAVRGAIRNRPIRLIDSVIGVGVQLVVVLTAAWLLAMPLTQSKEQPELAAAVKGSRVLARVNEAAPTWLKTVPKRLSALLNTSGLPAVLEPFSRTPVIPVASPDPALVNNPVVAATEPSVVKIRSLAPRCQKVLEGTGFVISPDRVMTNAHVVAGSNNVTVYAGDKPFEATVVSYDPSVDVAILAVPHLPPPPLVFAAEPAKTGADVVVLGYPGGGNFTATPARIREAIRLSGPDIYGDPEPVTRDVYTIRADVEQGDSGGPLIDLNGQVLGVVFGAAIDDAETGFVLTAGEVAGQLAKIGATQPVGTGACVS
MazF activator – increases E. coli MazEF RNase cleavage of RNA | P0AE70 | FAM/BHQ RNA-DNA oligo cleavage fluorescence, 5 h | activation, % at 20 µM | hit rate 0.32% among 350,000 | AID 504720; in the data active = activation above about 50%
Target sequence (P0AE70 whole entry, looked up): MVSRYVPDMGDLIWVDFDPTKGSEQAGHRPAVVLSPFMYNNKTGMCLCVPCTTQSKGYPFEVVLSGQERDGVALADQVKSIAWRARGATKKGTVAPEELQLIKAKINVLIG
Mtb BioA inh – BioA (M. tuberculosis) enzyme inhibition; purified M. tuberculosis BioA enzyme, plate reader; inhibition, % at 9.99 µM; hit rate 0.096% among 360,000; in the data active = inhibition above about 40%; inconclusive = no clear call, values can overlap the other calls
DUSP3 inh – inhibitors of human VHR1 phosphatase (DUSP3). P51452. AID 1654. inhibition, % at 13.3 µM. recombinant VHR phosphatase, pNPP absorbance. hit rate 0.52% among 290,000; in the data active = inhibition above about 50%; note: some compounds called inactive have numbers as strong as hits
Target sequence (P51452 whole entry, looked up): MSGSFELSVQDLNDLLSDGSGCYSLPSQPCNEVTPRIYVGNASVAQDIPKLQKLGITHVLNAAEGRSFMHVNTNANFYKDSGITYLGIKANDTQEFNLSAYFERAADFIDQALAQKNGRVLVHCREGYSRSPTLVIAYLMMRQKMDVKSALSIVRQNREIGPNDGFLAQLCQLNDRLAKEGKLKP
GDH-TPI counter – counter-screen for M. tuberculosis FBA inhibitors: GDH-TPI coupled enzymes; hit rate 1.2% among 360,000; GDH-TPI coupled enzyme counterscreen, NADH absorbance; inhibition, % at 4.8 µM;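 note: 0% = DMSO wells and 100% = wells lacking the enzyme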
BoNT-F LC inh – BoNT F light chain protease inhibition. Multiplex microsphere protease cleavage assay, flow cytometry. inhibition, % at 10 µM. hit rate 0.22% among 360,000. AID 588497; in the data active = inhibition above about 35%, passing the limit was not always enough; inconclusive = no clear call, values can overlap the other calls; note: plate controls were buffer without enzyme for full effect and enzyme alone for no effect
* = called active by the depositor; ? = inconclusive; / = not tested or not shown. Cut-off read from the data, not from the text of the source, unless noted: active = inhibition above about 30%; inactive = the rest.

entry | canonical_smiles | FBA Mtb inh | FadD28 binding | Mtb UGM inh | CCHF vOTU inh | Rv3671c protease | MazF activator | Mtb BioA inh | DUSP3 inh | GDH-TPI counter | BoNT-F LC inh
1 | COCCNC(=O)C1(C)CCCN(CC(=O)c2ccc(OC)cc2)C1 (stereo not given) | 1 | -1.3 | / | 3 | / | / | -0.9 | / | 12 | 9
2 | Nc1nnnn1-c1cccc([N+](=O)[O-])c1 | -1 | -2.7 | / | 10 | / | 12 | -1.0 | / | -13 | -2
3 | N#C/C(=C(/O)CSc1nnc(Cc2cccs2)n1C1CCCCC1)c1nc2ccccc2[nH]1 | 1 | -1.7 | -1.9 | 19 | -13 | -6 | -0.6 | -4 | 28 | 4
4 | Cc1ccc(OCC(=O)O)c(O)c1 | -2 | -1.9 | / | 3 | / | 6 | / | / | 2 | 8
5 | COc1cc(CC(=O)N(CC(C)C)C2CCS(=O)(=O)C2)cc(OC)c1OC (stereo not given) | 0 | -0.5 | 4.1 | -1 | -7 | 12 | -0.2 | / | 1 | -6
6 | COc1ccc(NCc2nnc(SCC(=O)c3ccc(C)cc3)o2)cc1 | -8 | -1.4 | -1.5 | 3 | -1 | -1 | -0.2 | -8 | 3 | 5
7 | CC(C)CCN1CCN(Cc2cc3ccccc3[nH]2)CC1CCO (stereo not given) | 1 | -1.8 | -0.7 | -7 | 0 | 4 | -2.8 | 14 | 0 | -34
8 | O=S(=O)(Nc1ccc(-n2cnnn2)cc1)c1ccccc1F | -1 | 1.7 | 3.9 | 2 | -2 | 2 | -1.1 | / | 2 | /
9 | O=C(NNc1nc2ccccc2o1)c1ccccc1 | 2 | -1.8 | 1.0 | 2 | -5 | 3 | -0.8 | 21 | 1 | -3
10 | CCN1C(=O)[C@@H]2[C@@H](c3ccc(-c4ccc(C(C)=O)cc4)cc3)N3CCC[C@@]3(C(=O)OC)[C@@H]2C1=O | 2 | -3.9 | 1.0 | -7 | 2 | 0 | 2.4 | / | 2 | 6
11 | COc1cc(/C=C/C(=O)O)cc(OC)c1OC | 9 | 0.2 | -2.8 | 0 | -2 | 9 | -0.2 | -30 | 1 | -4
12 | CCCCn1c(N)c(N(CCOC)C(=O)c2cc(-c3ccc(OC)c(OC)c3)nc3ccccc23)c(=O)[nH]c1=O | -2 | -1.4 | 0.1 | 8 | 2 | -1 | 1.4 | / | 14 | -8
13 | COc1ccc(C2CC(=O)c3c(C)nc(N4CCN(c5ccccc5)CC4)nc3C2)cc1 (stereo not given) | 3 | -2.5 | 0.9 | -4 | 0 | 6 | -2.4 | 30 | 3 | 17
14 | O=C(CN1C(=O)NC2(CCCC2)C1=O)NCc1ccco1 | -1 | -2.5 | -0.6 | 0 | 2 | 4 | -0.2 | / | -2 | -2
15 | COCCN(C(=O)c1csnn1)C(C(=O)NC1CCCCC1)c1cccs1 (stereo not given) | -3 | -2.8 | 0.0 | -19 | -1 | 3 | 1.4 | -1 | -4 | -47
16 | O=C(CN1C(=O)C2CC=CCC2C1=O)NCc1cccs1 (stereo not given) | 0 | -0.3 | -1.0 | 8 | 6 | 4 | / | 17 | 3 | 2
17 | CCC(CC)C(=O)Nc1ccc(C(=O)c2ccccc2)cc1 | 0 | -1.3 | 0.2 | 7 | 5 | 6 | 0.0 | -5 | 16 | -10
18 | COc1cccc(NC(=O)Nc2cc(C)on2)c1 | 3 | 0.1 | -0.4 | -11 | 4 | 7 | 0.8 | -2 | 14 | 3
19 | CSc1nc(O)c(Nc2ccccc2)c(=O)[nH]1 | 0 | -1.5 | / | -21 | / | -1 | -0.9 | / | 1 | -3
20 | COc1cccc(N2CCN(CC(=O)NC(C)c3ccccc3)CC2)c1 (stereo not given) | -2 | -1.0 | 0.3 | -11 | / | 4 | -0.3 | 16 | 4 | ?
21 | Cc1ccc(C)c(Cn2c(=O)n(-c3ccc(CC(=O)NCc4ccco4)cc3)c(=O)c3sccc32)c1 | -3 | -4.1 | 3.3 | -1 | -88 | -20 | 0.4 | 11 | 14 | -10
22 | Cc1ccc2nc(SCc3nnc(-c4ccccc4Br)o3)[nH]c2c1 | 1 | -6.1 | -0.7 | 6 | 2 | -2 | 0.7 | 17 | -12 | -6
23 | Cc1nn(-c2ccccc2)c2c1C(c1ccccc1)C(C#N)=C(N)O2 (stereo not given) | 2 | -0.5 | 0.3 | 14 | -130 | 5 | 0.0 | 10 | 6 | -9
24 | CCN(CC)c1nc2ccccc2n(Cc2cccc(OC)c2)c1=O | 5 | -1.8 | 3.1 | 5 | 0 | 7 | -0.8 | -22 | 7 | 0
25 | CC(=O)Nc1ccc(NS(=O)(=O)c2ccc(-c3csc(C)n3)s2)cc1 | 2 | -1.4 | -2.0 | -6 | -7 | -1 | -2.4 | 10 | 1 | -1
26 | CCc1ccc(NC(=O)Nc2ccc3c(c2)N(C)C(=O)CS3)cc1 | 3 | 1.2 | -1.2 | 1 | 1 | 4 | -2.3 | 25 | 6 | -2
27 | CCc1cc(=O)oc2cc(OCC(=O)NCCCn3ccnc3)c(Cl)cc12 | 5 | -0.2 | -2.1 | -15 | -10 | 3 | 1.0 | 28 | 26 | 10
28 | CC1CC(C)CN(C(CCc2ccccc2)C(=O)NC2CCCCC2)C1 (stereo not given) | 2 | 1.6 | / | 22 | / | / | -2.0 | / | / | -7
29 | C=CCNc1oc(-c2ccc(OCC)cc2)nc1C#N | 129* | -0.7 | -1.6 | -20 | 2 | 14 | -0.4 | -9 | 18 | -6
30 | C=CCNC(=O)CCCOc1cc(C)ccc1C | -1 | -2.9 | -0.8 | / | -13 | 4 | 0.7 | 0 | -3 | -2
31 | COc1ccc(/C=C/C(=O)Nc2ccc3nc4n(c(=O)c3c2)CCCC4)cc1OC | 0 | -0.1 | -2.2 | 3 | -5 | 0 | / | 8 | 36* | -1
32 | COC(=O)C1=CN(c2ccc(F)cc2)C=C(C(=O)OC)C1c1cccc(Br)c1 | 18 | -0.1 | -0.3 | -5 | / | -3 | -1.1 | 14 | 0 | -15
33 | CCN(CC)CCN1CCN(c2cncc(-c3cccc(N)c3)n2)CC1 | -2 | 0.6 | / | -9 | / | / | 0.9 | / | 10 | -26
34 | FC(F)(F)c1cnc(NNC(=S)Nc2ccc(Cl)cc2)c(Cl)c1 | 2 | -0.8 | 2.8 | 8 | 12 | 3 | / | -3 | 10 | -12
35 | O=C(CCCc1c[nH]c2ccccc12)Nc1ncccc1O | 1 | / | -0.7 | 11 | / | 7 | 1.2 | 6 | 1 | -2
36 | COc1ccc(N2CCN(C(CNS(=O)(=O)c3ccccc3)c3ccccc3)CC2)cc1 (stereo not given) | -1 | -3.1 | 0.1 | 8 | -2 | 7 | / | -15 | -5 | -10
37 | CCOC(Cn1c(CCCO)nc2ccccc21)OCC | 0 | -1.3 | -2.1 | -3 | -6 | 3 | / | -6 | 3 | -5
38 | O=S(=O)(N/N=C/c1ccc2c(c1)OCCO2)c1ccccc1 | -1 | -0.7 | -2.5 | 4 | 2 | -19 | / | 7 | 2 | 1
39 | O=C(CN1CCN(c2ccc(F)cc2)CC1)N1N=CCC1c1ccccc1 (stereo not given) | 0 | -2.3 | -2.9 | -2 | -5 | -2 | 0.2 | 28 | -2 | -9
40 | O=C(c1cc(C2CC2)nn1-c1ccccc1)N1CCN(Cc2ccc(Cl)cc2)CC1 | 3 | -3.6 | -1.4 | 9 | -15 | 1 | 0.2 | / | -5 | -5
41 | O=C1CC(c2cccc(F)c2)c2c(c3ccccc3[nH]c2=O)O1 (stereo not given) | 20 | -3.8 | 2.5 | 3 | 5 | 2 | / | 18 | 9 | -3
42 | CN(C(=O)COC(=O)C1CCN(S(=O)(=O)c2cccs2)CC1)c1ccccc1 | 4 | -1.5 | 0.2 | 1 | 3 | 3 | / | 3 | 0 | 0
43 | CCc1ccc(NC(=O)C(C)OC(=O)C2CCN(c3ccc(C(F)(F)F)cn3)CC2)cc1 (stereo not given) | 3 | 0.2 | 0.1 | 13 | -1 | 7 | / | / | -4 | 1
44 | O=C(CCNC(=O)N1CCn2c1nc1ccccc12)NCc1ccc(F)cc1 | -3 | -0.1 | -1.0 | 15 | -3 | 4 | -0.7 | -2 | 0 | 0
45 | CN(C)C(=O)c1ccccc1Sc1cc(Cl)ccc1Cl | 0 | -1.0 | -1.4 | 10 | 0 | 8 | 1.1 | -8 | 3 | -8
46 | COc1cccc(CNS(=O)(=O)c2c(C)nc3scc(C)n3c2=O)c1 | 18 | -2.0 | 2.2 | -4 | -1 | -1 | -1.2 | -22 | 21 | -2
47 | OC(CNCc1ccccc1Cl)C(F)(F)F (stereo not given) | -9 | -1.7 | 1.8 | 9 | 3 | 9 | / | 28 | -8 | -1
48 | CN(Cc1cnn(C)c1)Cc1nc(C(c2ccccc2)c2ccccc2)no1 | -1 | 1.3 | -1.3 | 5 | 4 | 1 | / | 18 | 8 | 2
49 | O=S1(=O)CCN(Cc2csc(-c3cccs3)n2)CC1 | 7 | -1.4 | 3.1 | 7 | -7 | 0 | / | 10 | 17 | -1
50 | O=c1c([N+](=O)[O-])c(N2CCCCCC2)c2ccccc2n1-c1ccccc1 | 2 | -2.4 | 1.5 | 22 | -1 | 1 | 0.4 | -4 | 9 | -8

Remaining list, next part:
entry | canonical_smiles | FBA Mtb inh | FadD28 binding | Mtb UGM inh | CCHF vOTU inh | Rv3671c protease | MazF activator | Mtb BioA inh | DUSP3 inh | GDH-TPI counter | BoNT-F LC inh
51 | CCn1c(C)c(C)c2cc(C(=O)NCCN3CCOCC3)ccc21 | 3 | -1.1 | -2.0 | 6 | -18 | -6 | -1.0 | -13 | 1 | -3
52 | CCN=c1scc(C)n1/N=C/c1cc(Br)c(O)c(OC)c1 | 0 | 1.9 | -1.1 | 10 | 1 | 1 | / | -4 | 32* | -4
53 | CC1CCc2nc(NC(=O)c3ccc(S(=O)(=O)N4CCCc5ccccc54)cc3)sc2C1 (stereo not given) | 1 | -1.5 | 1.5 | 10 | -6 | -6 | 0.1 | 17 | 16 | -6
54 | CC(C)CC1NC(=O)N(CC(=O)c2ccc3c(c2)OCCO3)C1=O (stereo not given) | -2 | -1.0 | 1.1 | -15 | 2 | 8 | / | 4 | 9 | 8
55 | Cc1ccc(-c2nc3c4ccccc4ccn3c2Cc2ccsc2)cc1 | 9 | -3.9 | / | -3 | / | / | 4.5 | / | / | 5
56 | CC(Oc1cc2oc(=O)c3c(c2cc1Cl)CCCC3)C(=O)NCc1ccccn1 (stereo not given) | 14 | -3.7 | -3.0 | 7 | -5 | 8 | 9.8 | 24 | 13 | -9
57 | CC(C)Cn1c(-c2ccccc2F)n[nH]c1=S | 4 | -0.7 | 2.3 | 8 | -7 | 9 | 1.7 | 11 | 4 | 1
58 | Cc1cccc(NC(=O)CCc2c(C)nc3ncnn3c2C)n1 | 4 | 0.7 | 1.0 | -14 | -8 | 1 | / | 35 | 2 | 23
59 | CCc1nc2sc3c(c2c(=O)n1N)CC(C)(C)OC3 | 3 | 0.3 | 0.8 | 3 | 13 | -4 | / | 2 | -1 | -32
60 | Cc1cc(=O)[nH]c(SCC(=O)NC2CCCc3ccccc32)n1 (stereo not given) | 3 | 2.1 | 0.9 | -8 | -4 | -8 | -1.4 | 4 | -1 | 8
61 | COc1cc(OC)cc(-c2noc(-c3csc([C@H]4C[C@H](O)[C@@H](CO)O4)n3)n2)c1 | -1 | -3.9 | / | 25 | / | / | -0.4 | / | -6 | -7
62 | Cc1ccc(NC(=O)C(=O)NCc2ccccn2)cc1 | -3 | -5.7 | -1.5 | 9 | -9 | 5 | / | 14 | 3 | 8

An excerpt of these results, field by field:
59. CCc1nc2sc3c(c2c(=O)n1N)CC(C)(C)OC3
  FBA Mtb inh: 3
  FadD28 binding: 0.3
  Mtb UGM inh: 0.8
  CCHF vOTU inh: 3
  Rv3671c protease: 13
  MazF activator: -4
  Mtb BioA inh: /
  DUSP3 inh: 2
  GDH-TPI counter: -1
  BoNT-F LC inh: -32
62. Cc1ccc(NC(=O)C(=O)NCc2ccccn2)cc1
  FBA Mtb inh: -3
  FadD28 binding: -5.7
  Mtb UGM inh: -1.5
  CCHF vOTU inh: 9
  Rv3671c protease: -9
  MazF activator: 5
  Mtb BioA inh: /
  DUSP3 inh: 14
  GDH-TPI counter: 3
  BoNT-F LC inh: 8
